Screening results deposited in PubChem BioAssay by The Scripps Research Institute Molecular Screening Center.
CHO-K1 Ca PAM – counter-screen for M1 PAMs: effect in parental CHO-K1 cells; ATP EC20, Fluo-8 calcium fluorescence; 0% at ATP EC20, 100% at ATP max; activation, % at 3 µM; 360,000 compounds, 0.02% hits; AID 602247;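 active = activation above the run cutoff, the mean activation of all test compounds plus 3 SD, cut at about 40% in these data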;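 note: peak over basal fluorescence ratio in a 140 s read after ATP addition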
M1 ag – human M1 muscarinic receptor agonism; 360,000 compounds, 0.33% hits; P11229; CHO-K1 hM1, Fluo-8 calcium fluorescence, agonist mode; 0% DMSO, 100% acetylcholine EC100; activation, % at 3 µM; AID 588814;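 active = activation above the run's mean compound activation plus 3 SD, cut at about 16% in these data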;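 note: peak over basal fluorescence ratio within a 140 s kinetic read after compound addition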
Target sequence (P11229 whole entry, looked up): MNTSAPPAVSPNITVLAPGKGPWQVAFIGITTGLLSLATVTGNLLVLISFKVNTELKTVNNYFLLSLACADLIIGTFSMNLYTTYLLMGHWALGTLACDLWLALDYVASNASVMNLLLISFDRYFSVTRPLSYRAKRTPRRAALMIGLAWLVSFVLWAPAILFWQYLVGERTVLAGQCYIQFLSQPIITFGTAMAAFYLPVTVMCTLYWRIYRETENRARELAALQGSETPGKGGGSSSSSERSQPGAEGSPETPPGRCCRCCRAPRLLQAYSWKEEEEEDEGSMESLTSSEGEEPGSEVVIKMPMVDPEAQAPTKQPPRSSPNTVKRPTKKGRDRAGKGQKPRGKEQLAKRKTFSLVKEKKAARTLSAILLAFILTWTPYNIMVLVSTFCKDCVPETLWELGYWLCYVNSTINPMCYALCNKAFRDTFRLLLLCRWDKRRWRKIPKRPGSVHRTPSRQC
CHO-K1 Ca antag – counter-screen for M1 antagonists: effect in parental CHO-K1 cells; ATP-induced calcium, Fluo-8 fluorescence; inhibition, % at 3 µM; 360,000 compounds, 0.6% hits; AID 602250;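 active = inhibition above a per-plate cutoff, the plate's mean sample inhibition plus 3 SD, cut at about 24% in these data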;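 note: 0% = DMSO plus EC80 ATP and 100% = DMSO alone without ATP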
M1 PAM – positive allosteric modulators of human M1 muscarinic receptor | activation, % at 3 µM | 360,000 compounds, 0.088% hits | P11229 | AID 588819 | CHO-K1 hM1, Fluo-8 calcium fluorescence, ACh EC20; 0% = ACh EC20, 100% = maximal ACh; in the data active = activation above about 19%, passing the limit was not always enough
TAAR1 agonist – agonists of human TAAR1 | Q96RJ0 | CHO RD-HGA16 TAAR1, Fluo-8 calcium fluorescence; vehicle wells 0%, saturating PEA agonist 100% | activation, % at 3 µM | 360,000 compounds, 0.99% hits | AID 624467;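 active = activation above the mean activation of all test compounds in the run plus 3 SD, cut at about 38% in these data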
Target sequence (Q96RJ0 whole entry, looked up): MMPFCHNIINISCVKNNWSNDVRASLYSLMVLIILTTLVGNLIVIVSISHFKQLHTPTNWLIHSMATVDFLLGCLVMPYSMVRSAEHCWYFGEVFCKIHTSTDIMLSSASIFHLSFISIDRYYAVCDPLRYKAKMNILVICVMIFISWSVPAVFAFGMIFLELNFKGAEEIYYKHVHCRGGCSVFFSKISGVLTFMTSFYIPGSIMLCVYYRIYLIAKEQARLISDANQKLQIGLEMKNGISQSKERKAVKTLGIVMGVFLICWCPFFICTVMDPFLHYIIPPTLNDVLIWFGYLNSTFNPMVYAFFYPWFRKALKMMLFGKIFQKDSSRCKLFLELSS
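test system = CHO RD-HGA16 cells carrying human TAAR1 plus Gα16 | schedule = 17-24 h seeding, 75 min 37 °C dye, 30 min RT | compound dosing = 3 µM single concentration | control set = DMSO and PEA EC100 | replicates = n 1 | signal = Fluo-8 fluorescence, 5 s baseline then 140 s kinetic read | measure = percent activation vs PEA EC100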
CHO parental Ca – counter-screen: ATP calcium response change in parental CHO cells | parental CHO-K1, ATP-induced calcium, Fluo-8 fluorescence | AID 463079 | inhibition, % at 5.6 µM | 330,000 compounds, 0.63% hits;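 active = inhibition above that plate's mean sample inhibition plus 3 SD, cut at about 26% in these data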;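 note: 0% = ATP-challenged DMSO wells and 100% = DMSO wells without ATP; some compounds past the cut are filed as inactive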
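Test system: parental CHO cells; detection: calcium-sensitive Fluo-8 fluorescence; evaluation: percent inhibition of calcium signal; also added: ATP as calcium-mobilizing challenge; repeats: one well per compound; control set: ATP-challenged DMSO wells low, unchallenged DMSO wells high; compound: single nominal dose of 5.6 µM per compound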
CHO-K1 Ca ag – M1 agonist counterscreen hit in parental CHO-K1 cells | Fluo-8 calcium fluorescence; scaled to maximal ATP response, vehicle zero | activation, % at 3 µM | 360,000 compounds, 0.48% hits | AID 602248; in the data active = activation above about 15%;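 note: untransfected CHO-K1 host cells lacking M1 receptor as counterscreen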
TAAR1 antag – human TAAR1 antagonism; inhibition, % at 3 µM; 360,000 compounds, 1.5% hits; CHO RD-HGA16 TAAR1, Fluo-8 calcium fluorescence, antagonist;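 active = inhibition above a per-plate cutoff, the mean inhibition of test compounds on that plate plus 3 SD, cut at about 49% in these data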;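 note: 0% = DMSO plus EC80 beta-PEA response and 100% = DMSO alone without agonist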
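Assay system: CHO-derived RD-HGA16 cells stably expressing human TAAR1 plus Gα16. Timing: 140 s kinetic read after compound, 140 s after agonist. Technique: kinetic Fluo-8 calcium fluorescence measurement. Measure: % inhibition of agonist calcium response.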
CHRM1 antagonist – antagonists of human M1 muscarinic receptor; P11229; CHO-K1 hM1, Fluo-8 calcium fluorescence, ACh EC80 antagonist; inhibition, % at 3 µM; 360,000 compounds, 1.3% hits;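 active = percent inhibition above its own plate's cutoff, namely the mean of that plate's compound wells plus 3 SD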;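 note: peak over basal fluorescence ratio during 140 s after agonist addition; 0% = ACh EC80 plus DMSO and 100% = DMSO alone without agonist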
* = called active by the depositor; x = not tested or not shown.

Start of the data: the first 5 records as a preview:
SMILES	CHO-K1 Ca PAM	M1 ag	CHO-K1 Ca antag	M1 PAM	TAAR1 agonist	CHO parental Ca	CHO-K1 Ca ag	TAAR1 antag	CHRM1 antagonist
CN(C)/C=C/C1=C([N+](=O)[O-])C(c2cccc([N+](=O)[O-])c2)NC(=O)N1 (stereo not given)	12	3	-6	7	-1	-8	0.3	-11	-2
COC(=O)[C@H](Cc1ccc(O)cc1)NCCCn1cnc(C(=O)Nc2ccc(C)c(C)c2)n1	8	1	-2	-10	9	x	7.5	20	9
CC(C)(C)NC(=O)NC(=O)COC(=O)C1c2ccccc2Oc2ccccc21	-1	-4	4	13	-3	-12	0.2	-3	-6
CC(C)[C@@H](CO)NC(=O)[C@H]1O[C@@H](n2cnc3c(N)ncnc32)[C@H](O)[C@@H]1O	2	-1	-9	0	0	x	0.2	4	-21
C/C(=N\N1CCN(c2ccccc2)CC1)c1ccccc1O	12	-3	-4	1	6	-9	0.7	-9	3

All compounds of this part, from the first entry:
SMILES	CHO-K1 Ca PAM	M1 ag	CHO-K1 Ca antag	M1 PAM	TAAR1 agonist	CHO parental Ca	CHO-K1 Ca ag	TAAR1 antag	CHRM1 antagonist
CN(C)/C=C/C1=C([N+](=O)[O-])C(c2cccc([N+](=O)[O-])c2)NC(=O)N1 (stereo not given)	12	3	-6	7	-1	-8	0.3	-11	-2
COC(=O)[C@H](Cc1ccc(O)cc1)NCCCn1cnc(C(=O)Nc2ccc(C)c(C)c2)n1	8	1	-2	-10	9	x	7.5	20	9
CC(C)(C)NC(=O)NC(=O)COC(=O)C1c2ccccc2Oc2ccccc21	-1	-4	4	13	-3	-12	0.2	-3	-6
CC(C)[C@@H](CO)NC(=O)[C@H]1O[C@@H](n2cnc3c(N)ncnc32)[C@H](O)[C@@H]1O	2	-1	-9	0	0	x	0.2	4	-21
C/C(=N\N1CCN(c2ccccc2)CC1)c1ccccc1O	12	-3	-4	1	6	-9	0.7	-9	3
O=C(CSc1nc2ccccc2[nH]1)N1CCN(S(=O)(=O)c2ccc(Cl)cc2)CC1	9	-5	-1	0	5	-25	1.2	-1	-4
COc1cccc(N2CCN(C(=O)c3nc4nc(C)cc(C)n4n3)CC2)c1	-1	-6	2	4	4	-4	-0.1	6	-1
Cc1cc(C)c(NC(=O)CSc2nnc(CNC(=O)c3ccco3)o2)c(C)c1	2	-2	-15	12	-1	-18	0.5	-13	-10
O=C(Nc1cc(Cl)ccc1Cl)c1ccco1	-6	-4	8	2	4	-8	0.0	-19	0
COc1ccc(C(=O)O/N=C(\N)c2ccccc2Cl)cc1OC	-12	-3	-8	5	1	-5	0.0	-11	-10
CC(=O)c1ccc(NC(=S)Nc2cccc3ccccc23)cc1	10	-3	-12	4	2	1	1.5	-4	-12
CCOC(=O)N1CCN(C(=O)c2ccc(CS(=O)(=O)c3ccc(OC)cc3)o2)CC1	17	-2	-1	2	12	-7	1.3	-27	-5

Profiles, quoted from the list. Order of values: CHO-K1 Ca PAM, M1 ag, CHO-K1 Ca antag, M1 PAM, TAAR1 agonist, CHO parental Ca, CHO-K1 Ca ag, TAAR1 antag, CHRM1 antagonist
`CN(C)/C=C/C1=C([N+](=O)[O-])C(c2cccc([N+](=O)[O-])c2)NC(=O)N1` (stereo not given) in the list: 12, 3, -6, 7, -1, -8, 0.3, -11, -2
`COc1cccc(N2CCN(C(=O)c3nc4nc(C)cc(C)n4n3)CC2)c1` in the list: -1, -6, 2, 4, 4, -4, -0.1, 6, -1
`Cc1cc(C)c(NC(=O)CSc2nnc(CNC(=O)c3ccco3)o2)c(C)c1` in the list: 2, -2, -15, 12, -1, -18, 0.5, -13, -10

Next records.
SMILES	CHO-K1 Ca PAM	M1 ag	CHO-K1 Ca antag	M1 PAM	TAAR1 agonist	CHO parental Ca	CHO-K1 Ca ag	TAAR1 antag	CHRM1 antagonist
O=C(NCCOc1ccccc1Cl)c1cccc2c1C(=O)c1ccc(Cl)cc1S2(=O)=O	23	-5	-15	8	11	-25	2.2	15	-5
Cc1cc(C(=O)NNC(=O)Nc2cccc(C(F)(F)F)c2)no1	27	0	-19	-9	9	8	1.2	-2	12
Cc1cccc(Nc2nc(N)nc(CN3CCN(C)CC3)n2)c1	20	-3	-13	14	13	17	0.2	-6	-8
CCCNC(=O)COC(=O)c1ccccc1OCC(=O)Nc1ccc(Br)cc1	14	-1	-6	2	1	-15	-0.1	-13	1
CCC(C)[C@H](NC(=O)OC(C)(C)C)C(=O)N/N=C/c1cccc2nccnc12 (stereo not given in full)	23	-4	-8	4	5	-8	0.3	-15	1
Cc1ccc(NC(=O)COc2ncnc3sccc23)cc1S(=O)(=O)N(C)C	13	-3	-6	5	8	-10	1.0	-2	-2
COc1ccc(N2CC(NC(=O)N(C)CCC#N)CC2=O)cc1 (stereo not given)	22	-3	-12	8	0	-9	1.4	6	-4
c1ccc(CN2CCN(Cc3nnc(-c4ccccc4)o3)CC2)cc1	12	-6	-9	-16	4	-6	2.0	-27	35*
CCCCCCCCCCCCCCCC(=O)Nc1ccn(C2OC(CO)C(O)C2O)c(=O)n1 (stereo not given)	6	-2	-12	6	1	x	0.5	9	-15
Cc1ccc(-n2c(SCC(=O)N/N=C/c3ccccc3OCC(=O)O)nc3ccccc3c2=O)cc1	16	-1	-11	2	-2	-13	0.0	-6	-25
CCOC(=O)C1CCN(S(=O)(=O)c2csc(C(N)=O)c2)CC1	3	1	-14	4	5	-4	3.3	-14	-6
O=C(OCC(=O)N1CCc2ccccc21)c1ccccc1F	-1	-4	-7	-2	3	2	-0.2	-19	3
Cc1cc(SCC(=O)Nc2cccc(S(N)(=O)=O)c2)c(C)cc1Br	7	2	-10	10	3	11	3.7	23	-7
O=C(Nc1ccccc1Cc1ccccc1)c1oc2ccccc2c1COc1ccccc1	-1	1	2	8	3	-18	-0.4	-32	-4
COCCNC(=O)c1cc(-c2cccs2)on1	16	1	-9	5	2	-1	1.3	8	-9
O=C(N/N=C/C=C\c1cccc([N+](=O)[O-])c1)c1cccnc1	23	-1	-4	11	7	-4	1.2	-6	-14
Cc1ccnc2nc(C(=O)Nc3nnc(-c4ccccc4)o3)nn12	-9	1	6	3	2	-9	0.3	-7	-4
Cc1cc2ccccc2c(=O)n1CC(=O)NCC1COc2ccccc2O1 (stereo not given)	-7	-2	7	1	11	-6	0.2	-10	6
COc1ccc(NC(=S)Nc2cccc([N+](=O)[O-])c2)cc1	-7	0	15	8	8	-2	2.2	16	-10
Cc1ccc(CNC(=O)CCS(=O)(=O)c2ccc3c(c2)oc(=O)n3C)cc1	5	-3	-14	10	0	-17	0.9	-25	-16
COc1ccc(C(=O)CN2CCN(c3ccc(F)cc3)CC2)cc1	16	-3	-9	2	3	1	1.5	-5	2
COC(OC)C1(C)C(C#N)=C(N)Oc2c1c(=O)oc1ccccc21 (stereo not given)	12	2	-1	12	1	-4	0.9	-5	-1
O=C(C1CC(c2cccc(Br)c2)=NO1)N1CCc2ccccc2C1 (stereo not given)	13	-4	-5	12	23	-5	0.1	8	-12
CCC(CC)C(=O)Nc1c2cnn(-c3ccccc3)c2nc(=O)n1-c1ccccc1	9	-1	-6	5	10	-4	-0.5	-8	-8
Nc1nc(N)c(N=O)c(OCC2CCCCC2)n1	12	9	-1	6	13	-21	0.4	-22	-22
COc1ccc(CC(CC(=O)O)C(=O)Nc2ccc(OC)cc2)cc1 (stereo not given)	5	-3	-4	10	12	-2	0.1	-14	-12
C#CCNC(=O)C1=C[C@@H](c2cn(C(C)=O)c3ccccc23)C[C@@H](OCCCCO)O1	0	-3	-11	4	1	-9	1.0	13	3
COc1ccc(CCC(=O)OCC(=O)c2ccc(C)cc2)cc1	21	-10	-12	11	-2	-8	-0.2	11	-14
COCc1[nH]nc2c1C(c1ccccc1F)C(C#N)=C(N)O2 (stereo not given)	-8	-1	6	9	4	-2	0.2	-4	-1
CCOC(=O)CSc1cc(CS(=O)c2ccc(Cl)cc2)nc(-c2ccccc2)n1 (stereo not given)	13	-4	-1	10	12	-24	0.8	27	-34
CS(=O)(=O)Cc1ccc(C(=O)N2CCCC2c2cccs2)cc1 (stereo not given)	-1	-6	-10	12	-1	-2	0.8	-9	-12
CN(C)CCCNC(=O)C[C@H]1C[C@H](C(=O)N2CCOCC2)[C@@]2(CCC3CCCC3)c3[nH]c4cc(CCC(=O)N(C)C)ccc4c3CCN2C1=O	11	-10	-18	-1	1	1	1.0	-4	-2
Cc1ccc(S(=O)(=O)NCCC(=O)Nc2cccc(S(N)(=O)=O)c2)cc1C	-10	-4	-12	2	-5	7	0.3	-3	-5
Cn1c(=S)[nH]c2[nH]c(=O)cnc2c1=O	12	-1	-5	11	0	-2	0.4	-1	-11
CC(NC(=O)C1CCC(=O)N1Cc1ccccc1Cl)c1ccccc1 (stereo not given)	-9	-3	-4	-7	1	-11	1.1	-22	8
Cc1occc1C(=O)N/N=C/c1cccnc1	-9	-2	1	-9	0	-11	0.2	6	8

For reference, part of the list above:
SMILES	CHO-K1 Ca PAM	M1 ag	CHO-K1 Ca antag	M1 PAM	TAAR1 agonist	CHO parental Ca	CHO-K1 Ca ag	TAAR1 antag	CHRM1 antagonist
Cn1c(=S)[nH]c2[nH]c(=O)cnc2c1=O	12	-1	-5	11	0	-2	0.4	-1	-11
CC(NC(=O)C1CCC(=O)N1Cc1ccccc1Cl)c1ccccc1 (stereo not given)	-9	-3	-4	-7	1	-11	1.1	-22	8

Next records
SMILES	CHO-K1 Ca PAM	M1 ag	CHO-K1 Ca antag	M1 PAM	TAAR1 agonist	CHO parental Ca	CHO-K1 Ca ag	TAAR1 antag	CHRM1 antagonist
C[C@H](CO)N1C[C@H](C)[C@@H](CN(C)S(=O)(=O)c2cccs2)Oc2c(NC(=O)Cc3ccccc3)cccc2C1=O	5	-8	-6	-1	2	-8	-0.1	10	1
O=C(NN=C1C2CC3CC(C2)CC1C3)c1ccccc1O	22	5	-16	5	0	-13	2.8	-8	-13
Cc1cccc(NC(=O)CSc2cccc3cccnc23)c1	9	2	-6	25	7	-9	0.2	-4	-25
COc1ncnc2c1NC(=O)CS2	18	-3	-8	8	4	-17	0.7	0	-3
O=C(NCc1ccco1)c1cc([N+](=O)[O-])ccc1N1CCCCC1	0	-11	-1	13	3	-11	0.3	-11	-18
COC(=O)c1ccc(-n2nc(C(F)(F)F)c3c2-c2ccoc2CC3)cc1	-6	-5	10	-7	-1	-16	-0.2	0	11
CCNC(=O)COC(=O)c1cccc(Br)c1	19	-3	-15	4	0	-6	1.0	-10	-4
CC(C)CNC(=O)c1cccc(NC(=O)CSc2ccccc2)c1	5	-4	-3	2	0	-10	-0.1	-7	-6
CSc1ccccc1OCc1cc(C(=O)N2CCc3[nH]cnc3C2c2ccccn2)no1 (stereo not given)	-3	-4	2	4	2	-15	2.1	-19	-1
